# Bioassay records from PubChem BioAssay.
# NS3 helicase inh – blocks Hepatitis C virus NS3 helicase unwinding; NS3 helicase DNA unwinding, Cy5 molecular beacon fluorescence; inhibition, % at 10.9 µM; 290,000 compounds, 0.56% hits; AID 1800;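 active = inhibition above the mean of all tested compounds plus 3 SD, set per campaign, cut at about 35% in these data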;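 note: 0% = DMSO wells and 100% = thioflavine S control wells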
#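 Control set: DMSO versus 110 µM thioflavine S; Material: NS3 helicase fragment of HCV; Measured by: Cy5 fluorescence at 0 and 60 min, beacon hairpin quenching; Read-out basis: percent inhibition from t60/t0 fluorescence ratio; Times: reaction time 60 min, 25 °C; Repeats: single replicate; Compound dosing: single dose, 10.9 µM nominal final, DMSO 0.8% final.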
# pCIP destab – lowers stability of the mouse p/CIP coactivator protein; F442A p/CIP-EGFP cells, EGFP fluorescence, 16 h; decrease of EGFP signal, % at 10 µM; 290,000 compounds, 0.01% hits; AID 1984;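 active = EGFP signal decrease of at least 30% at 10 µM or well 3 SD below plate mean, unless failing retest; inactive = the rest, including hits failing retest or dose response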; note: some compounds called inactive have numbers as strong as hits; many of its hits are not listed in these tables
# VIM-2 inh – blocks Pseudomonas aeruginosa VIM-2 metallo-beta-lactamase | purified VIM-2, nitrocefin hydrolysis, epi-absorbance fluorescence | inhibition, % at 5.6 µM | 290,000 compounds, 0.89% hits | AID 1527;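 active = inhibition above the mean of all tested compounds plus 3 SD, cutoff set per screening run, cut at about 7.5% in these data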;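 note: red hydrolysis product quenches plate fluorescence so inhibitors raise well fluorescence; 0% = enzyme with DMSO and 100% = DMSO without enzyme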
# IMP-1 inhibitor – inhibitors of Pseudomonas aeruginosa IMP-1 metallo-beta-lactamase | 290,000 compounds, 0.45% hits | purified IMP-1, nitrocefin hydrolysis, epi-absorbance fluorescence | inhibition, % at 5.6 µM;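 active = inhibition above the mean plus 3 SD of all compounds in the same screening run, cut at about 4.5% in these data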;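 note: 0% = IMP-1 with DMSO and 100% = DMSO wells lacking enzyme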
#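 System: purified IMP-1; amount: IMP-1 0.2 nM before substrate addition; compound: single dose, 5.6 µM; times: 25 °C, 15 min preincubation, 25 min reaction; signal: Epi-absorbance via hydrolysed-nitrocefin quenching of white-plate fluorescence, 480/530 nm, EDTA stop; benchmarks: DMSO with and without IMP-1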
# SUMO HTRF inh – blocks human SUMOylation mediated by UBC9 | 290,000 compounds, 0.36% hits | inhibition, % at 35 µM | HTRF SUMOylation assay, SAE1/SAE2 + UBC9, in vitro | P63279; in the data active = inhibition above about 50%, passing the limit was not always enough; note: strong numbers were not always called active
# Target sequence (P63279 whole entry, looked up): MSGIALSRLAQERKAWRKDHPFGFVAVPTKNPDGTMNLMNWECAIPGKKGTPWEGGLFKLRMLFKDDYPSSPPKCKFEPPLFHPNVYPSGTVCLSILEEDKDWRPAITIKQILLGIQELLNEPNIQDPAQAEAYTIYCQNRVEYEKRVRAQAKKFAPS
# IDE cell inh – inhibits human insulin-degrading enzyme in HEK cells; P14735; AID 434962; inhibition, % at 5.59 µM; FAbetaB cleavage, fluorescence polarization; 320,000 compounds, 0.41% hits;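 active = percent inhibition above the average of all tested compounds plus 3 SD, set per screening campaign, cut at about 16% in these data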;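 note: IDE supplied by intact live HEK cells; FP after avidin binding of uncleaved biotin substrate so inhibition keeps polarization high; 0% = DMSO wells and 100% = 60 µM reference IDE inhibitor Ii1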
# FID counter – displaces DNA intercalator in HCV helicase counter-screen. DNA fluorescent intercalator displacement, fluorescence. inhibition, % at 7.9 µM. 290,000 compounds, 0.17% hits. AID 1845; in the data active = inhibition above about 37%;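 note: 0% = vehicle and 100% = reference compound; higher means more ethidium bromide displaced from hairpin DNA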
# IDE cell activ – activators of human insulin-degrading enzyme in cells; 340,000 compounds, 0.073% hits; HEK cells, FAbeta-B cleavage, fluorescence polarization; 0% vehicle, 100% cell-free pure enzyme wells; activation, % at 5.96 µM;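 active = activation above the mean of all tested compounds plus 3 SD, set per screening campaign, cut at about 17% in these data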
# PfM18AAP inh – blocks P. falciparum M18 aspartyl aminopeptidase; recombinant PfM18AAP, H-Glu-NHMec fluorogenic cleavage; inhibition, % at 7.35 µM; 290,000 compounds, 1.2% hits;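 active = inhibition above the campaign mean inhibition over all tested compounds plus 3 SD, cut at about 28% in these data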;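 note: 0% = plate median of test compound wells and 100% = 2 mM ZnCl2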
# * hit, by the source's call; . = not tested or not shown.
SMILES,NS3 helicase inh,pCIP destab,VIM-2 inh,IMP-1 inhibitor,SUMO HTRF inh,IDE cell inh,FID counter,IDE cell activ,PfM18AAP inh
COC(=O)C1=NN(c2ccc(OC)cc2)C2C(=O)N(c3ccccc3OC)C(=O)C12 (stereo not given),2.1,0.9,-2.0,2.1,22.2,-3.7,-13.5,.,0.7
Cc1ccccc1CNC(=O)Nc1cccs1,13.7,6.2,-4.5,-0.7,3.4,3.6,-2.4,-5.2,7.9
O=C1C(=O)N(CCCN2CCOCC2)C(c2ccc(F)cc2)/C1=C(\O)c1ccc2c(c1)OCCO2 (stereo not given),6.1,-8.9,-0.5,-0.5,10.4,-2.7,-28.2,-1.9,2.6
CN1C(=O)N(C)C2(C)CC1(C)N(C)C(=O)N2C,9.6,-4.5,-0.8,-2.9,12.2,-2.5,-1.2,-7.1,-8.6
COc1ccc(N(C(=O)c2ccco2)S(=O)(=O)c2ccc(F)cc2)cc1,-3.8,-12.8,-2.6,-3.9,-10.8,10.1,-9.1,-3.2,8.6
O=C(N/N=C/c1ccccc1)c1ccc(OCc2ccccc2)cc1,1.4,-11.1,-0.8,-0.1,4.7,-1.4,-5.0,1.1,0.1
CC/C(=N\NC(=S)Nc1cc(C)ccc1C)c1ccc(OC(F)F)cc1,6.5,-5.9,-0.7,-3.6,-0.3,2.2,-6.7,-4.1,18.6
COc1cccc(CN2CCNC(=O)C2CC(=O)NCCCC2CCCC2)c1OC (stereo not given),-14.8,-3.0,-0.8,-2.3,0.3,2.7,-29.3,1.4,17.6
COC(=O)COc1ccc(/C=C2\SC(=O)N(CC(=O)Nc3ccccc3F)C2=O)cc1,1.5,-6.0,-1.6,-4.8,19.7,1.6,-5.8,6.0,2.1
O=C(CCN1C(=O)S/C(=C\C=C\c2ccccc2)C1=O)Nc1ccc(O)cc1,-2.7,-21.9,0.0,-1.4,16.8,-2.3,-17.3,-1.4,-6.3
O=C(Cc1cccs1)NNC(=O)C12CC3CC(CC(C3)C1)C2,-5.1,11.0,-4.5,-2.1,3.9,6.8,3.7,1.7,1.1
Cc1ccc(/C(COc2ccccc2O)=N\O)cc1,-5.7,6.2,-3.5,-1.9,-0.9,1.4,-2.9,5.5,7.3
CN(C(=S)NC1=CCS(=O)(=O)C1)C1CCCCC1,-3.0,-2.5,-2.8,-5.3,-14.8,0.8,-0.2,-2.4,-3.4
O=C(CCCn1nnnc1CN1CCOCC1)N1CCC(c2ccccc2Cl)C1 (stereo not given),11.8,-29.8,-1.0,-4.3,16.4,9.4,-40.3,-2.9,7.0
CC(=O)c1ccc(NC(=S)N2CCCC2)cc1,4.7,-8.3,1.2,-2.6,4.6,.,-4.0,4.9,-9.9
O=C(c1cccc(Cl)c1)N1CCN(c2ncccn2)CC1,-2.1,-8.8,-1.7,-3.2,5.2,.,-12.7,-3.1,-4.6
COc1c2c(nc3occc13)C(CC=C(C)C)(OC)C(=O)C=C2 (stereo not given),2.2,-12.7,-0.5,-1.2,6.3,3.6,-11.8,5.9,-8.1
CC(C)n1c(C(O)c2ccc3c(c2)OCO3)nc2ccccc21 (stereo not given),-7.9,-12.4,-0.5,-2.0,1.2,1.0,-9.4,-0.1,2.2
CCOc1ccc(C(C)NC(=O)C2CCCC2)cc1 (stereo not given),-6.0,-3.7,-0.5,-0.7,7.0,3.2,1.2,-0.7,-11.3
CC(C)C1N(C(=O)CN2CCCCC2)CCN1S(=O)(=O)c1ccccc1 (stereo not given),-6.6,-5.1,1.9,0.9,7.5,-1.3,8.7,5.3,3.6

# Reformatted as tab-separated lines: three of the compounds above
Structure	NS3 helicase inh	pCIP destab	VIM-2 inh	IMP-1 inhibitor	SUMO HTRF inh	IDE cell inh	FID counter	IDE cell activ	PfM18AAP inh
CC(=O)c1ccc(NC(=S)N2CCCC2)cc1	4.7	-8.3	1.2	-2.6	4.6	.	-4.0	4.9	-9.9
O=C(c1cccc(Cl)c1)N1CCN(c2ncccn2)CC1	-2.1	-8.8	-1.7	-3.2	5.2	.	-12.7	-3.1	-4.6
COc1c2c(nc3occc13)C(CC=C(C)C)(OC)C(=O)C=C2 (stereo not given)	2.2	-12.7	-0.5	-1.2	6.3	3.6	-11.8	5.9	-8.1

# Next records:
SMILES,NS3 helicase inh,pCIP destab,VIM-2 inh,IMP-1 inhibitor,SUMO HTRF inh,IDE cell inh,FID counter,IDE cell activ,PfM18AAP inh
COC(=O)C(C)Sc1nc2c(c(=O)[nH]c(=O)n2C)n1CCC(C)C (stereo not given),-1.3,5.8,1.0,-0.7,-4.2,7.1,-27.3,-4.0,-10.8
CC(C)CCOc1ccc(C(=O)N2CCCC2C(=O)O)cc1 (stereo not given),2.1,-11.4,0.0,-2.9,2.8,-4.7,-13.9,2.0,-8.1
Cc1noc(C)c1CSCC(=O)OCc1nc2ccccc2c(=O)n1CC#N,0.5,4.4,-3.0,-3.5,13.0,-1.0,-7.4,-9.0,4.6
CC(C)N1CCN(Cc2ccccc2-c2ccco2)CC1CCO (stereo not given),-4.5,-5.3,-0.7,-2.9,1.0,0.1,5.1,-0.9,-0.5
COCCC(=O)N1CCC(Oc2ccc(C(=O)N3CCCC(OC)C3)cc2)CC1 (stereo not given),3.3,0.0,-1.8,-1.2,12.3,-9.3,-26.7,3.9,-5.1
CCC(C)[C@H](NC(=O)OC(C)(C)C)c1nnc(SCc2c(C)[nH]c(=O)[nH]c2=O)o1 (stereo not given in full),12.2,-14.3,-3.5,-2.9,5.1,2.1,-14.1,-7.4,5.0
CCOc1ccc(NC2=NCC(=O)N2Cc2cccs2)cc1,-0.7,-7.6,-2.8,-3.0,-4.4,2.2,-2.8,-2.9,3.3
CC(NC(=O)C1CCCN1S(=O)(=O)c1ccc2c(c1)n(C)c(=O)c(=O)n2C)c1ccccc1 (stereo not given),0.3,-5.0,-0.2,-1.9,15.0,3.0,-12.9,-0.1,-0.9
O=c1cc(C(F)(F)F)[nH]c2ccc(OC(F)(F)F)cc12,-3.2,-14.5,-1.3,-1.0,3.7,-8.9,0.3,.,-24.5
O=C(O)CSc1c2ccccc2cc2ccccc12,8.4,-15.5,6.4,3.0,-12.6,3.1,7.9,3.5,12.9
O=C(CCCCCn1c(=S)[nH]c2cc3c(cc2c1=O)OCO3)N1CCN(c2ccccc2)CC1,22.7,-6.0,-3.6,-4.4,4.5,8.3,-16.2,-8.7,10.5
Cc1ccccc1NC(=O)OCc1cccnc1Sc1ccc(Cl)cc1,-2.3,1.3,-0.2,0.9,-29.5,-5.7,-7.4,0.8,-1.4
CC(=O)c1c(C(C)=O)c(C)n(C(c2ccccc2)c2ccccc2)c1C,3.0,-9.3,-0.1,-1.1,11.6,-1.2,-8.7,1.1,-7.6
Clc1ccc(SCc2cc(-c3ccccc3)on2)cc1,-1.4,2.5,-0.1,-1.6,-1.0,-1.6,2.6,2.8,-4.9
O=C(O)c1ccc(NCc2ccc(Br)cc2)cc1,14.3,-2.5,-1.1,-0.3,13.3,2.7,-2.7,-4.9,1.0
COc1ccc(C2=NS(=O)(=O)N(C)C(C(=O)NC(C)c3ccccc3)=C2)cc1OC (stereo not given),1.5,-3.8,-1.2,-4.6,0.6,-1.6,-25.8,5.2,5.6
CSc1nnc(-c2cc[n+](C)cc2)n1CCO,-4.7,2.1,-3.7,4.9*,5.9,-2.6,-10.0,4.4,5.6
Cc1cccc(C(=O)NCCCN2CCCC2=O)c1,0.9,1.4,-2.4,-3.0,-1.3,-7.3,-3.0,8.1,3.7
O=C(Cn1c(C(F)(F)F)nc2ccccc21)NCCCN1CCOCC1,-7.9,-2.7,-2.1,-1.7,-26.6,3.8,-1.4,0.0,-7.3
Cc1nn(S(=O)(=O)c2ccc(F)cc2)c(C)c1S(=O)(=O)N1CCCCC1,-0.1,-6.3,1.0,-0.7,17.8,-1.5,-13.2,0.6,-14.0
CCN(CC)S(=O)(=O)c1cc(NC(=O)CCNC(=O)c2ccccc2Cl)ccc1C,-4.2,11.9,-0.8,-1.2,-26.6,-5.1,-27.6,-0.7,3.8
O=C(Nc1ccccc1N1CCOCC1)C1CCN(S(=O)(=O)c2ccccc2F)CC1,-1.0,0.3,-3.8,-3.3,8.1,7.0,-24.4,-2.1,2.9
COc1cccc2c(=O)c3cccc(N)c3[nH]c12,-0.5,1.7,2.5,0.0,46.8,-0.4,1.2,6.5,18.0
O=C(CN1C(=O)C2CCCCC2C1=O)OCc1nnc(-c2ccccc2)o1 (stereo not given),-5.5,12.8,-2.1,-3.7,4.3,-3.6,2.1,2.4,2.1
COc1cc(CCC(=O)OCC(=O)NC2CCCC(C)C2C)cc(OC)c1OC (stereo not given),9.7,-0.3,-2.8,-3.1,11.2,-0.4,-30.0,-0.2,-5.4
COc1ccc(C2CC(=O)C(CS(=O)(=O)c3ccccc3)C(=O)C2)cc1 (stereo not given),42.7*,10.3,-2.2,-2.9,7.1,4.0,-11.2,.,8.7

# Sorted by the number under IDE cell activ (lowest first): 3 from the list above.
Molecule | IDE cell activ
Cc1noc(C)c1CSCC(=O)OCc1nc2ccccc2c(=O)n1CC#N | -9.0
O=C(CCCCCn1c(=S)[nH]c2cc3c(cc2c1=O)OCO3)N1CCN(c2ccccc2)CC1 | -8.7
O=C(Cn1c(C(F)(F)F)nc2ccccc21)NCCCN1CCOCC1 | 0.0

# Not a hit list. Share with any hit: about 3.6%.
